Assay outcomes from PubChem.
RAD54 branch – blocks human RAD54 Holliday junction branch migration | FAM/BHQ fluorescence | inhibition, % at 10.4 µM | hit rate 0.14% among 360,000 | AID 602329;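 active = mean normalized replicate activity at least 40 and at least half of replicates scoring 40 or more; inconclusive = only one of the two criteria met; inactive = mean below 40 and under half of replicates reaching 40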;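 note: 0% = median of neutral control wells and 100% = median of positive control wells; inhibitors cause a drop in the FAM fluorescence signal; in these data hits start at about 50%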
esBAF inh – blocks esBAF chromatin remodeling in mouse ES cells; AID 602393; hit rate 2% among 350,000; reporter increase, % at 12.5 µM; Bmi1-luciferase knock-in reporter, 24 h; 100% = twice the neutral-well signal; in the data active = activation above about 40%; inconclusive = no clear call, values can overlap the other calls;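 note: 0% = median of the plate's neutral control wells and 100% = double that signal; a rise in the Bmi1 reporter signal indicates esBAF inhibition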
RAD52 anneal inh – blocks human RAD52 DNA annealing; P43351; recombinant RAD52 DNA annealing, FRET fluorescence; inhibition, % at 18.7 µM; hit rate 0.46% among 360,000; AID 651710;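 active = every replicate showing at least 50% inhibition; inconclusive = mean inhibition at least 50% but not in every replicate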
Target sequence (P43351 whole entry, looked up): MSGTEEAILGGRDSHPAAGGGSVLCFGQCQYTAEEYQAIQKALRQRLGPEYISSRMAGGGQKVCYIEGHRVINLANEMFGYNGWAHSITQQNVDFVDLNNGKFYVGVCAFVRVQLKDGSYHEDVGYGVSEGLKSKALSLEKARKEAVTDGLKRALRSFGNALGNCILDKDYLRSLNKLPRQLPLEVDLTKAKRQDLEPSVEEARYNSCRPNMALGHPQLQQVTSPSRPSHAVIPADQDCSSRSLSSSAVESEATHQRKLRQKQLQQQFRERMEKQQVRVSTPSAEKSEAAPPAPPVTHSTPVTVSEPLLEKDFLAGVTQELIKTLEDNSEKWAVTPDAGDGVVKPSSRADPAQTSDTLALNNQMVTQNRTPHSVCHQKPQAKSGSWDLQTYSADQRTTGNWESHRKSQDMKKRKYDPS
E-selectin induc – E-selectin induction on HUVECs; HUVEC E-selectin immunofluorescence imaging; normalized: neutral wells 0, TNF-alpha wells 100; hit rate 0.37% among 260,000; P16581; activation, % at 7.58 µM;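 active = mean E-selectin-positive cell signal at least 10% of the positive control, reached in at least 60% of replicates, without over 20% cell loss; inconclusive = no rule given, readout overlaps actives, possibly toxicity-flagged; inactive = the rest, including those meeting only one limit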;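 note: in these data hits start at about 27%; measured in HUVEC primary endothelial cells; signal is the percent of cells scored E-selectin positive by PE staining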
Target sequence (P16581 whole entry, looked up): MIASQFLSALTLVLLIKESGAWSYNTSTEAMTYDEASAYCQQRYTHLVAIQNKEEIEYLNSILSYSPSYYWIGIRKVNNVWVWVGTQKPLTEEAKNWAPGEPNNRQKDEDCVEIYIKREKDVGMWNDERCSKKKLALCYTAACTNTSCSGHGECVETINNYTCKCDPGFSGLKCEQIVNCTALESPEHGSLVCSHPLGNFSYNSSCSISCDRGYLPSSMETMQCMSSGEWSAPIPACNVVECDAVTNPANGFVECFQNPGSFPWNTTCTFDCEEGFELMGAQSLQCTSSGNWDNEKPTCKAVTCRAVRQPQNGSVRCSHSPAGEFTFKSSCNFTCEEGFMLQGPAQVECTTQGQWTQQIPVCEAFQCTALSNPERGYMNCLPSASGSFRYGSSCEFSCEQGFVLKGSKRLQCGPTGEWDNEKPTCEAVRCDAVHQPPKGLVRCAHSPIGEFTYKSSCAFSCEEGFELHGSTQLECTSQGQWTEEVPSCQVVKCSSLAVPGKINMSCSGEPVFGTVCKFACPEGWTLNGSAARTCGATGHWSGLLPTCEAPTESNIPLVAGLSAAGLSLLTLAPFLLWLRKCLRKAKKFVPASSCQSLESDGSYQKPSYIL
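material = human umbilical vein endothelial cells (HUVEC), E-selectin induction | quantity = 3,000 cells/well | medium = EGM-2 growth medium on 0.1% gelatin-coated wells | technique = immunofluorescence imaging | read-out basis = % PE-positive cells | control set = TNF-alpha positive control, DMSO neutral control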
Xi reactivation – activators of X-chromosome reactivation in mouse fibroblasts; XiGFP mouse fibroblasts, % GFP-positive cells imaging, 3 d; cells co-treated with 5-aza-dC sensitizer; scaled so ellipticine positive control = 100%; activation, % at 7.58 µM; hit rate 0.055% among 360,000; AID 743238;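 active = mean normalized replicate activation at least 10% and every replicate at or above 10%; inconclusive = only one of the two criteria met; inactive = mean below 10% and not all replicates reach 10%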;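 note: 0% = median of on-plate neutral control wells and 100% = ellipticine 6 µM median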
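Material: XiGFP fibroblasts, SV40-immortalized. Buffer or medium: DMEM plus 5-aza-dC sensitizer. Compound: single concentration per compound, delivered by pin transfer. Times: 3 days compound exposure. Controls: ellipticine 6 µM.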
S100A4 inh HTS – S100A4-myosin IIA interaction inhibition; P26447; S100A4/TAMRA-MyoIIA peptide fluorescence polarization; inhibition, % at 10.7 µM; hit rate 0.14% among 360,000; AID 652163;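 active = mean inhibition of at least 70% across replicates, with every replicate also reaching that level; inconclusive = mean inhibition reaches 70% but some replicates fall short; inactive = mean inhibition below 70%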
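System – human S100A4 monomer protein, biochemical binding assay · Buffer or medium – Calcium-containing HEPES buffer, pH 7.2 · Timing – 5 min between mix addition and reading · Also added – TAMRA-labelled myosin IIA heavy-chain peptide probe, 5 nM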
ERAP1 inh – blocks human ERAP1 aminopeptidase activity; recombinant ERAP1, Leu-AMC fluorescence, 60 min; Q9NZ08; hit rate 0.15% among 340,000; inhibition, % at 10.7 µM;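 active = mean replicate inhibition of at least 30%, or all replicates individually reaching that 30% level; inactive = mean below 30% and not every replicate reaching it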;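 note: 0% = neutral control wells and 100% = L-leucinethiol positive control wells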
ERp5 block – blocks human ERp5 reductase activity on insulin; AID 651711; hit rate 0.05% among 350,000; inhibition, % at 9.99 µM; Q15084; ERp5 insulin aggregation, absorbance 650 nm, 90 min;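 active = mean replicate inhibition above about 25%, with every replicate also reaching it, limit read from the data, passing the limit was not always enough; inconclusive = only one of those two criteria met; inactive = neither criterion met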
Starred values were filed as active, the others as inactive; ? = inconclusive; . = not tested or not shown.

SMILES	RAD54 branch	esBAF inh	RAD52 anneal inh	E-selectin induc	Xi reactivation	S100A4 inh HTS	ERAP1 inh	ERp5 block
CC1CCCCC1NC(=O)C1CCCN1S(=O)(=O)c1cccc2nsnc12 (configuration not stated)	6	9	-10	-0.1	0.2	19	0	5
CN(C)C(=O)C[C@H]1CC[C@@H]2[C@H](COc3ccc(NC(=O)Nc4cccc(Cl)c4)cc3C(=O)N2C)O1	0	1	6	0.2	0.2	4	0	-3
CCOc1ccc(CCNC(=O)C2CCCN(S(=O)(=O)c3c(C)n[nH]c3C)C2)cc1OCC (configuration not stated)	5	14	-13	-1.4	.	0	10	-5
O=C(CSc1nnc(CNC(=O)c2ccccc2)o1)NCC1CCCO1 (configuration not stated)	-1	-3	0	.	0.4	-6	4	-1
O=C(c1c(F)c(F)c(F)c(F)c1F)N1CCN(Cc2ccc3c(c2)OCO3)CC1	.	.	-11	.	-0.1	-9	-2	6
COc1cccc(C#Cc2ccc3c(c2)O[C@H](CN(C)C(=O)CN2CCOCC2)[C@@H](C)CN([C@@H](C)CO)S3(=O)=O)c1	-3	15	-13	-0.2	0.0	-6	-1	-4
COC(=O)c1ccccc1NC(=O)CCCn1nc(C)c2c(C)n(-c3ccccc3)nc2c1=O	-8	-5	-11	-0.9	-0.1	-1	-2	.
CCN(c1cccc(C)c1)S(=O)(=O)c1cc(CN2C(=O)c3cccnc3C2=O)ccc1OC	8	2	-2	.	0.1	-2	2	9
O=C(C[C@@H]1CC[C@@H]2[C@H](COC[C@@H](O)CN2C(=O)Cc2ccccc2)O1)NC1Cc2ccccc2C1	5	2	.	-0.1	-0.1	.	.	.
C[C@@H]1CCCCO[C@@H](CN(C)C(=O)Nc2ccccc2)[C@@H](C)CN([C@H](C)CO)C(=O)c2cc(NC(=O)CCCCCC(=O)Nc3ccccc3N)ccc2O1	-2	0	-1	.	0.0	-9	-4	0
Cc1cccc(NC(=O)c2cccc(N3C(=O)C4C5C=CC(C6CC56)C4C3=O)c2)c1 (configuration not stated)	-1	2	0	0.0	-0.1	9	0	1
Cc1ccccc1-c1nc(CS(=O)CC(=O)NC2CCCCC2)c(C)o1 (configuration not stated)	-7	-4	-13	.	-0.1	1	-3	1
CCCCC[C@H]1CN(C2CCCCC2)C(=O)[C@@H]1CC(=O)NCc1ccccc1	-3	6	-7	0.0	0.2	-14	-2	-3
C[C@H](NC(=O)C[C@@H]1C[C@H]2c3cc(NS(C)(=O)=O)ccc3O[C@H]2[C@H](CO)O1)c1ccccc1	-2	-3	2	0.2	-0.1	1	-2	1
O=C(O)CCSc1nc2ccccc2n1Cc1ccccc1	10	0	-19	0.0	0.2	1	.	-1
COc1ccc(N2CCN(Cc3nc4scc(-c5cccs5)c4c(=O)[nH]3)CC2)cc1	.	.	-86	3.0	0.1	10	-1	-2
O=C(O)C/C(=C\c1cccc(NC(=O)c2ccccc2Cl)c1)c1nc2ccccc2s1	5	10	-17	.	0.3	1	-1	0
C[C@H]1CN([C@@H](C)CO)S(=O)(=O)c2ccc(C#Cc3cccc(F)c3)cc2O[C@H]1CN(C)CC1CC1	-8	-7	-7	0.3	-0.8	-11	-4	2
C[C@@H]1CCCCO[C@H](CN(C)CC2CCCCC2)[C@H](C)CN([C@@H](C)CO)C(=O)c2cc(NC(=O)Cc3ccccc3)ccc2O1	2	-6	8	3.0	-0.3	-6	7	6
Cc1cccc(-c2ccc([C@@H]3[C@@H](CO)N4C(=O)CN(C(=O)c5cccnc5)C[C@@H]34)cc2)c1	.	.	-34	0.1	0.2	-21	1	-6
CCn1c(SCc2nc3cc(OC)c(OC)cc3c(=O)[nH]2)nc2ccccc21	17	-5	-62	4.4	0.0	9	1	-2
CC(C)N1CCCC(C)(C(=O)Nc2ccccc2)C1 (configuration not stated)	0	8	2	-0.2	0.0	-6	1	-3
Cc1ccc(S(=O)(=O)N(C)C[C@@H]2OCCCC[C@H](C)Oc3ccc(NS(=O)(=O)c4ccc(Cl)cc4)cc3C(=O)N([C@@H](C)CO)C[C@@H]2C)cc1	-10	-3	16	0.3	0.0	-15	0	-1
Cc1ccc(S(=O)(=O)Nc2ccc3c(c2)CC(=O)N([C@H](C)CO)C[C@@H](C)[C@H](CN(C)Cc2ccncc2)O3)cc1	-13	-2	1	1.8	0.0	-44	1	0
NC(=O)C1CCN(C(=O)CN(c2ccc3c(c2)OCCO3)S(=O)(=O)c2ccccc2)CC1	.	.	-12	1.4	0.0	-13	0	-1
(next part)
SMILES	RAD54 branch	esBAF inh	RAD52 anneal inh	E-selectin induc	Xi reactivation	S100A4 inh HTS	ERAP1 inh	ERp5 block
Cc1cc(C(=O)Nc2cccc3c2O[C@H](CN(C)S(=O)(=O)c2ccccc2)[C@@H](C)CN([C@H](C)CO)C3=O)n(C)n1	6	-3	8	0.7	-0.7	-1	-3	-14
CCCNC(=O)N1C[C@H]2[C@@H](c3ccccc31)[C@@H](CO)N2C(=O)Nc1ccccc1	-5	-1	-5	-0.3	0.2	2	-3	-1
CS(=O)(=O)n1c2ccccc2c(=O)n1-c1ccccc1CCl	8	56*	-12	0.1	-0.1	-10	0	-1
O=C(NCCCc1ccccc1)c1cccc(NC(=O)C2CCCC2)c1	10	3	2	?	0.3	13	.	3
CCC(=O)Nc1ccc(-n2nnnc2SCC(=O)NNC(=O)c2ccco2)cc1	.	.	-8	0.0	0.0	-34	0	-3
O=C(CN1CCOCC1)Nc1nc(-c2ccc3c(c2)CCN3S(=O)(=O)c2ccccc2)cs1	-3	.	-2	.	.	-4	5	1
O=C(CSc1nnc(CNC(=O)c2ccccc2)o1)NCc1ccco1	9	.	-2	-0.1	-0.1	-2	-1	-21
COc1ccc2c(c1)C1(Nc3ccccc3C(=O)N1c1ccccc1)C(=O)N2 (configuration not stated)	.	4	-9	.	.	-9	6	4
CS(=O)(=O)Cc1ccc(C(=O)N(CCc2ccccc2)Cc2ccccc2)cc1	2	2	-10	0.2	-0.1	2	-3	-4
Cc1cccc2cc(CNC3CCCC3)c(Cl)nc12	12	-4	-16	.	0.0	-6	0	14
Cc1c(Cl)cccc1NC(=O)c1ncn[nH]1	8	-6	-6	.	-0.1	-8	3	6
Cc1cc(C(=O)OC(C)C(=O)NC2CCCCC2)c(C)o1 (configuration not stated)	2	-2	-19	.	-0.4	-3	-1	3
COc1cc(/C=N/NC(=O)c2cccc(S(=O)(=O)N3CCOCC3)c2)cc(OC)c1O	2	-4	3	0.2	0.1	4	-1	5
C/C=C/C=C/C(=O)[C@@H]1[C@@H]([C@]2(C)OC(=O)C(C)=C2O)[C@H]2/C(=C(O)/C=C/C=C/C)C(=O)[C@]1(C)C(=O)C2(C)O (some centres not stated)	11	-7	-36	.	.	-9	1	6
O=C(C1CCCC1)N1CC(=O)N2[C@H](C1)[C@@H](c1ccc(-c3cccnc3)cc1)[C@@H]2CO	.	.	-3	-0.5	0.0	-11	1	1
NCC[C@H]1CC[C@H](NC(=O)C2CCCC2)[C@@H](CO)O1	18	-4	-5	0.1	0.1	-1	-2	-5
COc1ccc(N2CCN(Cc3nc(Cc4cccc(F)c4)no3)C(C)C2)cc1 (configuration not stated)	1	-3	-13	.	0.3	-4	2	-2
COc1ccc2c3c(n(C)c2c1)[C@H](CO)N(C(=O)c1ccc(F)cc1)CC31CCN(CC2CCOCC2)CC1	.	.	14	-0.9	0.3	-8	-2	-6
COc1ccccc1-n1c(SC)nc(O)cc1=O	-1	3	-100	-0.1	-0.1	-1	.	-3
CCCCCCn1c(-c2ccco2)nc2oc3cc(OC)ccc3c(=O)c2c1=O	-2	-26	-93	.	.	5	4	2
Cn1cnc2c1c(=O)[nH]c(=O)n2Cc1ccccc1	-16	-11	-32	.	0.0	-9	-2	-2
COc1cccc(C#Cc2ccc([C@@H]3[C@@H](CO)N4C(=O)CN(C(=O)c5ccccc5)C[C@@H]34)cc2)c1	.	.	8	-0.8	0.0	39	-2	5
C[C@H](CO)N1C[C@H](C)[C@H](CN(C)C(=O)Nc2ccc(C(F)(F)F)cc2)Oc2c(NC(=O)Nc3ccc(C(F)(F)F)cc3)cccc2C1=O	0	4	.	-0.3	-0.2	.	.	.
CCOC(=O)N1CCN(C(=O)c2cc3c(=O)n4cccc(C)c4nc3s2)CC1	4	1	-8	.	0.0	-2	-3	-6
Cc1ccc(S(=O)(=O)N2C[C@H]3C(=O)C[C@@H](c4cccc(Cl)c4)N(S(=O)(=O)c4ccc(C)cc4)[C@H]3C[C@H]2c2ccccc2)cc1	7	-8	-2	-7.9	-0.1	-11	.	2

5 compounds picked at random from the list so far:
SMILES	RAD54 branch	esBAF inh	RAD52 anneal inh	E-selectin induc	Xi reactivation	S100A4 inh HTS	ERAP1 inh	ERp5 block
COc1ccc(N2CCN(Cc3nc4scc(-c5cccs5)c4c(=O)[nH]3)CC2)cc1	.	.	-86	3.0	0.1	10	-1	-2
CN(C)C(=O)C[C@H]1CC[C@@H]2[C@H](COc3ccc(NC(=O)Nc4cccc(Cl)c4)cc3C(=O)N2C)O1	0	1	6	0.2	0.2	4	0	-3
Cc1cc(C(=O)Nc2cccc3c2O[C@H](CN(C)S(=O)(=O)c2ccccc2)[C@@H](C)CN([C@H](C)CO)C3=O)n(C)n1	6	-3	8	0.7	-0.7	-1	-3	-14
C[C@H]1CN([C@@H](C)CO)S(=O)(=O)c2ccc(C#Cc3cccc(F)c3)cc2O[C@H]1CN(C)CC1CC1	-8	-7	-7	0.3	-0.8	-11	-4	2
C[C@@H]1CCCCO[C@@H](CN(C)C(=O)Nc2ccccc2)[C@@H](C)CN([C@H](C)CO)C(=O)c2cc(NC(=O)CCCCCC(=O)Nc3ccccc3N)ccc2O1	-2	0	-1	.	0.0	-9	-4	0

Given with two lines to a compound: entries from further up.
Values in the order: RAD54 branch, esBAF inh, RAD52 anneal inh, E-selectin induc, Xi reactivation, S100A4 inh HTS, ERAP1 inh, ERp5 block
- Cn1cnc2c1c(=O)[nH]c(=O)n2Cc1ccccc1
  -16, -11, -32, ., 0.0, -9, -2, -2
- COc1cccc(C#Cc2ccc([C@@H]3[C@@H](CO)N4C(=O)CN(C(=O)c5ccccc5)C[C@@H]34)cc2)c1
  ., ., 8, -0.8, 0.0, 39, -2, 5
- C[C@H](CO)N1C[C@H](C)[C@H](CN(C)C(=O)Nc2ccc(C(F)(F)F)cc2)Oc2c(NC(=O)Nc3ccc(C(F)(F)F)cc3)cccc2C1=O
  0, 4, ., -0.3, -0.2, ., ., .

Single records (already shown):
Results for `C[C@H](CO)N1C[C@H](C)[C@H](CN(C)C(=O)Nc2ccc(C(F)(F)F)cc2)Oc2c(NC(=O)Nc3ccc(C(F)(F)F)cc3)cccc2C1=O` = RAD54 branch = 0; esBAF inh = 4; RAD52 anneal inh = .; E-selectin induc = -0.3; Xi reactivation = -0.2; S100A4 inh HTS = .; ERAP1 inh = .; ERp5 block = .
Results for `COc1ccc(N2CCN(Cc3nc(Cc4cccc(F)c4)no3)C(C)C2)cc1` (configuration not stated) = RAD54 branch = 1; esBAF inh = -3; RAD52 anneal inh = -13; E-selectin induc = .; Xi reactivation = 0.3; S100A4 inh HTS = -4; ERAP1 inh = 2; ERp5 block = -2

Compounds as they come; any-hit rate near 2.5%.
